FLuc stim CS: firefly luciferase counter-screen for stimulation assays | AID 1027 | 200,000 tested, under 10 active | ATPlite luciferase biochemical, luminescence, 10 min; 0 = ATP-free wells, 1 = DMSO control | P08659 | activation factor at 10 µM;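 active = luciferase activation factor, scaled between plate controls, of at least 2 with compound at 10 µM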
Target sequence (P08659 whole entry, looked up): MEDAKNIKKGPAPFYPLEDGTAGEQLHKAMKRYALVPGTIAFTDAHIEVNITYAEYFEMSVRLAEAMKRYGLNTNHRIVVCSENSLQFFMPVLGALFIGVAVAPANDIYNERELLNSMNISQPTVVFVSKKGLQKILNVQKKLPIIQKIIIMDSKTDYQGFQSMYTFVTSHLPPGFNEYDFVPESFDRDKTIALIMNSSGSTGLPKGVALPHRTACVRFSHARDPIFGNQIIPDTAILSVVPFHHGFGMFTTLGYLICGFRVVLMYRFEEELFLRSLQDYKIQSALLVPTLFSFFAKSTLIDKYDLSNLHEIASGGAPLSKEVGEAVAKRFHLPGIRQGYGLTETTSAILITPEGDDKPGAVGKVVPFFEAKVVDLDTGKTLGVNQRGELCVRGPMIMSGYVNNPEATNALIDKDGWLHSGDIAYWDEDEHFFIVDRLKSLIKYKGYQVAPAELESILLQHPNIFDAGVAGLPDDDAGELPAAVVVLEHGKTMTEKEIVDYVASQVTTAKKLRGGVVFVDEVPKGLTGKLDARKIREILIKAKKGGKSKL
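System: luciferase plus luciferin reagent, cell-free; medium: PBS as buffer for the ATP substrate; dosing: test compounds dosed from 2 mM stocks in 100% DMSO; timing: 10 min post-reagent at room temperature; measured by: luminescence measurement of luciferase light output; evaluation: luciferase activation, seen as luminescence increase over controls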
NF-kB neuron act: raises NF-kB expression in human neuronal cells. NF-kB reporter expression; active compounds read high. fold change at 12.5 µM. 190,000 compounds, 1.6% hits; in the data active = fold change above about 3.3
Efa HMGR inh: inhibitors of class II HMG-CoA reductase from Enterococcus faecalis; purified E. faecalis HMGR, NADPH absorbance 340 nm kinetic; AID 1066; 190,000 compounds, 0.41% hits; inhibition, % at 10 µM;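 active = inhibition above a set limit, the median over all tested compounds plus 3 SD, cut at about 9.5% in these data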;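 note: enzyme runs in reverse so mevalonate oxidation gives rising NADPH absorbance; 0% = complete reaction with DMSO and 100% = background rate lacking mevalonate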
FLuc inh counter: Photinus pyralis luciferase inhibition counter-screen | 200,000 compounds, 1.5% hits | ATPLite firefly luciferase biochemical luminescence, 10 min | AID 1006 | inhibition, % at 10 µM;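 active = inhibition above about 50% when tested at 10 µM, limit read from the data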
STAT1 activator: increases IFN-gamma driven STAT1 reporter signal; activation (% of control), % at 5.5 µM; 200,000 compounds, 2.6% hits; AID 932; NIH 3T3 STAT1-luciferase reporter, luminescence; 100% = IFN-gamma alone, no compound;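 active = activation above the screen-wide mean activation plus 3 SD, cut at about 130% in these data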;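 note: raw ratio to IFN-gamma control signal so 100% means no change and 0% no light; values of inactives mirror those of a sister screen read the other way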
APP transl inh: APP translation inhibition. SH-SY5Y APP 5'UTR-luciferase reporter, luminescence. inhibition, % at 2 µM. 190,000 compounds, 0.82% hits. AID 1285;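 active = inhibition above a set limit, derived from the sample mean plus 3 SD, cut at about 45% in these data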; note: values of inactives mirror those of a sister screen read the other way
Hsp70 activator: switches on Hsp70 transcription; 200,000 compounds, 0.04% hits; activation, % at 10 µM; HeLa Hsp70 promoter luciferase reporter, luminescence; scaled: vehicle 0, proteasome-inhibitor control 100%;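 active = activation above the mean across all tested compounds plus 3 SD, cutoff set per campaign, cut at about 5.5% in these data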;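 note: 100% = MG132 at 30 µM as the positive control and 0% = DMSO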
G6PDH counter: L. mesenteroides G6PDH inhibition counter-screen. Purified L. mesenteroides G6PDH, diaphorase/resazurin coupled fluorescence, 45 min. inhibition, % at 5 µM. 200,000 compounds, 0.12% hits. AID 1020; in the data active = inhibition above about 50%
APP 5'UTR act: APP 5'UTR luciferase reporter activation. 190,000 compounds, 1% hits. activation, % at 2 µM. SH-SY5Y APP 5'UTR luciferase reporter, luminescence; zero percent = DMSO vehicle wells;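 active = activation above a set limit, based on mean plus 3 SD of controls, cut at about 140% in these data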; note: values of inactives mirror those of a sister screen read the other way
Redox H2O2 prof: compounds producing H2O2 with reducing agent – biochemical, NIH compound library profiling, artefact control for MLSCN library redox annotation, primary screen | DTT-dependent redox cycling H2O2, phenol red/HRP absorbance; 100% = 100 µM peroxide control, 0% = buffer | activation, % at 10 µM | 200,000 compounds, 0.03% hits;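 active = activation of at least 50% relative to the plate's high and low controls in the primary single-dose screen; inactive = activation below 50%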;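 note: compound incubated with DTT at 0.8 mM final as the reducing agent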
* marks the source's active call; other numbers are inactive results; / = not tested or not shown.

SMILES	FLuc stim CS	NF-kB neuron act	Efa HMGR inh	FLuc inh counter	STAT1 activator	APP transl inh	Hsp70 activator	G6PDH counter	APP 5'UTR act	Redox H2O2 prof
O=C(C1CCOCC1)N1CCC(CO)(CCc2ccccc2)CC1	1	/	-5	-5	103	2	-0.1	5	-2	-1.7
CC(C)[C@H](NC(=O)c1cccc(S(=O)(=O)N2CCOCC2)c1)C(=O)Nc1nc2ccccc2s1	1	1.6	-4	1	115	-7	-0.2	3	7	0.3
CCCn1c2ccccc2c2cc(C(=O)O)ccc21	1	1.1	-5	-4	104	/	0.0	11	/	-2.0
N#CCSc1nnc(-c2ccccc2O)n1Cc1ccccc1	1.1	0.94	0	-6	106	/	-0.5	13	/	0.0
CC(=O)NC1=NN(C(C)=O)C2(CCCC2)S1	1	1.2	-8	1	128	2	-0.2	-1	-2	-0.6
CCOC(=O)/C=c1\s/c(=C\c2c(OCC)ccc3ccccc23)c(=O)n1CC(=O)NCC1CCCO1 (configuration not stated)	1	0.58	-2	-4	98	32	0.2	7	-32	0.1
CCNC(=O)/C(C#N)=C/c1c(N2CC(C)OC(C)C2)nc2ccccn2c1=O (configuration not stated)	1	1.3	0	-3	97	-2	-0.3	3	2	-0.4
CCOC(=O)C1(CCc2ccccc2)CCN(Cc2ccn[nH]2)CC1	1	0.87	-2	-1	101	14	-0.1	8	-15	0.0
CCCC(c1nnnn1C(C)(C)C)N1CCN(C(=O)c2ccco2)CC1 (configuration not stated)	1	0.97	-7	0	98	23	-0.4	7	-23	0.1
COc1ccccc1N1CCN(C(=O)CSc2nc(-c3ccco3)cc(C(F)(F)F)n2)CC1	1.1	0.94	-5	-5	92	1	0.0	-6	-1	1.6
Cc1ccc(C)n1-n1cnc2sc3c(c2c1=O)CCCCC3	1	1.1	-4	-1	101	-8	-0.1	12	8	-0.2
CC(CCc1ccco1)NC(=O)c1cc2c(-c3ccccc3F)nn(C)c2s1 (configuration not stated)	1	0.8	-5	-1	94	0	0.1	9	0	-1.3
CCCCSc1nc2c(cnn2-c2ccccc2)c(=O)n1N	0.9	4.7*	-6	5	141*	-168	0.0	23	168*	0.1
O=C(Cc1ccc(Br)cc1)Nc1ccccc1Sc1ccccc1	1.1	0.94	-1	-6	96	-6	-0.4	7	6	2.1
O=C(NNc1cc(N2CCCC2)nc(N2CCCC2)n1)c1ccc([N+](=O)[O-])cc1	1	1.1	-6	1	96	13	-0.1	35	-13	9.7
N/C(=N\OC(=O)c1ccc2c(c1)OCO2)c1cccc(Br)c1	0	1.5	-3	96*	162*	-80	0.5	17	79	-0.7
Cc1ccccc1Cn1c(=O)n(CCC(=O)NCc2ccc3c(c2)OCO3)c(=O)c2ccccc21	1	1.2	-12	-3	103	-6	-0.3	3	6	0.1
Cc1noc(C)c1CSc1nnnn1-c1ccc(Cl)cc1	1.1	1.1	-4	-10	97	-7	-0.5	5	7	2.2
CCC(C)(C(=O)NC1CCCC1)N(C(=O)CNC(=O)c1ccccc1)c1c(C)n(C)n(-c2ccccc2)c1=O (configuration not stated)	1	0.93	0	0	94	4	0.1	16	-4	-1.0
NS(=O)(=O)c1ccc(N2C(=O)C3C4CC(C(Br)C4Br)C3C2=O)cc1 (configuration not stated)	1	1.3	82*	-4	96	4	-0.1	11	-4	0.1
CCOC(=O)C1CCN(c2c(NC3CCCCCCC3)c(=O)c2=O)CC1	1	1	-7	1	101	14	0.2	-1	-14	-0.2
COc1cccc(-c2csc(N3CCN(CC(=O)NNC(=O)c4ccc(Cl)cc4)CC3)n2)c1	1	0.72	-6	-4	96	-21	-0.5	8	21	0.6
CC(=O)N(CCCc1ccc(C(C)(C)C)cc1)CCCN(C)C	1	0.98	-4	-4	102	2	-0.1	3	-2	-0.3
c1ccc(-c2cn3c(n2)CCC3)cc1	1.1	1.1	-1	-7	125	14	-0.3	4	-14	0.1
O=C(CSc1cccc[n+]1[O-])Nc1cccc(Oc2ccccc2)c1	1	1.1	-8	-3	105	-7	0.0	1	7	0.4
COC(=O)[C@@H](NC(=O)Nc1cccc(Br)c1)C(C)C	1	1.1	-7	1	90	-9	-0.2	4	9	-0.3
c1ccc(OCc2nn3c(-c4ccncc4)nnc3s2)cc1	1	0.83	4	-1	101	-13	-0.1	6	13	-2.5
CC(C)CC(=O)Nc1nnc(SCC(=O)NCc2ccc3c(c2)OCO3)s1	1.1	1	-5	-6	102	4	-0.3	3	-4	-0.3
CCn1cc(/C=N/N=C2\CCC3C4CCc5cc(O)ccc5C4CC[C@]23C)c(C)n1 (some centres not stated)	1	0.72	1	-3	93	-24	-0.1	-4	24	-0.1
COc1cc(C2C(C#N)=C(N)OC3=C2C(=O)CC(C)(C)C3)ccc1OC(=O)N1CCOCC1 (configuration not stated)	1	0.9	-8	-2	109	2	-0.2	-12	-2	3.9
CCC(=O)NC(c1ccc(N(C)C)cc1)c1c(O)ccc2ccccc12 (configuration not stated)	1.1	1.2	4	-6	100	-19	-0.5	39	19	-2.0
CC1(C)CC(=O)C2=C(C1)NC(=O)CC2c1ccc(F)cc1 (configuration not stated)	1.1	0.97	-7	-8	102	-10	-0.2	10	11	0.0
CCOC(=O)N1CCN(CC(=O)Nc2ccc([N+](=O)[O-])cc2C(=O)Nc2ccccc2F)CC1	1.1	0.3	-5	-5	99	7	-0.5	-4	-7	-0.3
CCNC(=O)CCS(=O)(=O)c1ccc2ccccc2c1	1.1	1.1	-14	-5	98	22	0.0	-3	-22	0.0
O=C(c1ccccc1)N1CCN(c2ccc(Cl)cc2)CC1	1	1.1	-5	-3	92	-8	-0.2	18	9	-1.8
CSc1nc(NC(C)=O)nc(C)c1Cl	1.1	1.1	-3	-10	103	-3	-0.4	19	3	0.4
C/C(CC1CC2=C(CC1(C)C)C(C)(C)CCC2)=N\NC(N)=S (configuration not stated)	1	2.2	-7	-2	100	-13	-0.2	2	13	-0.2
CCCCC(=O)Nc1cccc(NC(=S)NC(=O)C(C)C)c1	1	0.92	3	-2	99	12	-0.4	-4	-12	0.6
CCOc1cc2[nH]c(=O)n(CCC(=O)NCc3ccc(OC)cc3)c(=O)c2cc1OCC	1	1.1	-6	-3	98	2	-0.3	-2	-2	1.6
CC(=O)Nc1ccc(/C(C)=N/Nc2nc(Nc3cccc4ccccc34)nc(N3CCOCC3)n2)cc1	1	0.23	-4	1	100	11	-0.4	3	-11	0.2
CCn1c(C)cc(/C=C2/NC(=O)N(c3ccccc3)C2=O)c1C	0.7	0.95	-7	27	168*	-89	-0.1	8	89	0.0
O=C(N/N=C1/CCc2ccccc21)C1CC1	1	1.5	-5	-2	113	-4	0.2	6	4	-0.1
CC(C)NC(=O)c1cc(-n2cnnc2)ccc1Cl	1.1	1.4	2	-6	102	7	-0.4	6	-7	0.0
CC(=O)c1ccc(NC2OC(CO)C(O)C(O)C2O)cc1 (configuration not stated)	1.1	1.1	-5	-9	101	3	-0.3	2	-3	-0.1
CC[n+]1c(/C=C(\C)Nc2ccccc2)sc2ccccc21	1	0.69	-1	-3	104	11	-0.1	6	-11	1.1
COc1ccc(CN2CC(C(=O)NCCN3CCOCC3)CC2=O)cc1 (configuration not stated)	1	0.98	-6	-2	99	-7	-0.1	-8	7	2.0
O=C(CNC(=O)c1cccs1)NCC(=O)OCc1c(F)cccc1Cl	1	0.96	9	2	101	2	-0.5	0	-2	0.0
Cc1ccc(NC(=S)N(Cc2cccs2)Cc2cc3cc(C)ccc3[nH]c2=O)cc1	1.1	0.55	0	-6	99	2	0.0	7	-1	-0.1
CCOC(=O)C1(CC2CCCCO2)CCN(S(=O)(=O)c2cccc(F)c2)CC1 (configuration not stated)	1	0.95	-6	-3	94	21	-0.3	17	-21	-0.1
Cc1ccc2c(c1)cc(CN(Cc1ccc3c(c1)OCO3)S(=O)(=O)c1ccccc1)c1nnnn12	1	0.68	3	0	104	0	-0.3	12	0	4.9
O=S(=O)(c1cccc(NC(=S)NCc2ccco2)c1)N1CCOCC1	1.1	1.4	-1	-6	98	-6	-0.1	4	6	0.3
CCOc1ccc(NC(=O)CN2CCN(CC(=O)c3ccc(OCC)cc3)CC2)cc1	1	0.97	-10	-3	99	-8	-0.3	-12	7	0.2
O=C(Cn1[nH]c(=O)c2ccccc2c1=O)Nc1ccc(-c2nnc3n2CCCCC3)cc1	1.1	1.2	-6	-7	99	/	-0.3	2	/	0.4
O=c1n(-c2ccccc2)c(=O)n2n1CCC2	1	1.1	-4	-3	90	-3	0.2	0	3	-3.9
Cc1ccc(NC(=O)Nc2nnc(-c3ccccc3)o2)cc1	1	2.1	-5	4	119	-30	0.3	12	30	-0.6
O=C(/C=C/c1ccc(Cl)cc1Cl)c1cccnc1	0.9	1.4	-1	7	97	-13	0.0	13	13	0.0
COC(=O)c1c(NC(=O)CCc2ccc(C)o2)sc(C)c1C	1.1	1.1	1	-6	107	-8	-0.2	2	7	0.2
CCNCc1cc(Br)c(OCC(=O)Nc2ccccc2)c(OC)c1	1.1	1.1	1	-5	107	23	-0.2	7	-23	0.0

Arranged by number of heavy atoms (lowest first): some entries from above.
SMILES	FLuc stim CS	NF-kB neuron act	Efa HMGR inh	FLuc inh counter	STAT1 activator	APP transl inh	Hsp70 activator	G6PDH counter	APP 5'UTR act	Redox H2O2 prof
O=c1n(-c2ccccc2)c(=O)n2n1CCC2	1	1.1	-4	-3	90	-3	0.2	0	3	-3.9
O=C(/C=C/c1ccc(Cl)cc1Cl)c1cccnc1	0.9	1.4	-1	7	97	-13	0.0	13	13	0.0
COC(=O)c1c(NC(=O)CCc2ccc(C)o2)sc(C)c1C	1.1	1.1	1	-6	107	-8	-0.2	2	7	0.2
CCNCc1cc(Br)c(OCC(=O)Nc2ccccc2)c(OC)c1	1.1	1.1	1	-5	107	23	-0.2	7	-23	0.0
COc1ccc(CN2CC(C(=O)NCCN3CCOCC3)CC2=O)cc1 (configuration not stated)	1	0.98	-6	-2	99	-7	-0.1	-8	7	2.0
CCOC(=O)C1(CC2CCCCO2)CCN(S(=O)(=O)c2cccc(F)c2)CC1 (configuration not stated)	1	0.95	-6	-3	94	21	-0.3	17	-21	-0.1
Cc1ccc(NC(=S)N(Cc2cccs2)Cc2cc3cc(C)ccc3[nH]c2=O)cc1	1.1	0.55	0	-6	99	2	0.0	7	-1	-0.1
O=C(Cn1[nH]c(=O)c2ccccc2c1=O)Nc1ccc(-c2nnc3n2CCCCC3)cc1	1.1	1.2	-6	-7	99	/	-0.3	2	/	0.4
Cc1ccc2c(c1)cc(CN(Cc1ccc3c(c1)OCO3)S(=O)(=O)c1ccccc1)c1nnnn12	1	0.68	3	0	104	0	-0.3	12	0	4.9

Bioassay records as filed in PubChem BioAssay.
